From PubChem BioAssay
D2 antag = HTS Assay for Allosteric Antagonists of the Human D2 Dopamine Receptor: Primary Screen for Antagonists | HEK293 TREx D2 cells, calcium flux, dopamine EC80 | AID 485344, 2010 | inhibition, % at 10 µM | hit rate 2% among 340,000 | D(2) dopamine receptor (Homo sapiens), P14416; in the data active means inhibition above about 30%; further: 0% is about no effect
Target sequence (P14416 whole entry, looked up): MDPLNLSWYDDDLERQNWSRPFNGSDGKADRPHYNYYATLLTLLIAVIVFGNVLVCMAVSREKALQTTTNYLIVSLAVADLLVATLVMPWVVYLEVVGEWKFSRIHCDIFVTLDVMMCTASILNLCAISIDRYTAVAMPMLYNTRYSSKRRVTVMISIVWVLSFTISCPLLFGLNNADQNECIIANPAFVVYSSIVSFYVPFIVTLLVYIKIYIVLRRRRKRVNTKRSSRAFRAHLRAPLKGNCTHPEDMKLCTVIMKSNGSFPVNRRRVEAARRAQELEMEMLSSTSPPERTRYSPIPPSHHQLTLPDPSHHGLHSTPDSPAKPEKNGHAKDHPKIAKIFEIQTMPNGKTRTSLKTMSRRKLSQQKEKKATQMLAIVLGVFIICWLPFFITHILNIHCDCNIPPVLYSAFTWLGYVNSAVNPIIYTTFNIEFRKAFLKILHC
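Inhibition of EC80 dopamine-driven calcium flux, recorded kinetically, defines activity here; cells are a tetracycline-induced HEK293 T-REx line expressing force-coupled D2.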
TrxR1 substrate = qHTS Assay for Substrates of Mammalian Selenoprotein Thioredoxin Reductase 1 (TrxR1): qHTS | purified TrxR1 substrate turnover, NADPH consumption readout | Thioredoxin reductase 1, cytoplasmic (Rattus norvegicus), O89049 | Potency, µM (doses to about 114 µM), without a hit: at the top dose activity change, negative = substrate turnover | hit rate 0.01% among 390,000; further: potency means the concentration at half of the fitted maximal effect; on the % scale 0 is the no-effect control and ±100 the full control effect; nearly all actives have a fitted effect of over 50% in size
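Rat TrxR1, dispensed at 90 nM, was prereduced with 400 uM NADPH (final) for 5 min at ~22 deg C, then incubated with compound 15 min before 400 uM selenite. A first-read NADPH fluorescence drop versus no-compound background flagged substrates.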
D2 ag = HTS Assay for Allosteric Agonists of the Human D2 Dopamine Receptor: Primary Screen for Agonists; D(2) dopamine receptor (Homo sapiens), P14416; HEK293 T-REx D2 cells, calcium flux agonist mode; activation, % at 2 µM; hit rate 0.53% among 340,000;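 active means activation over 3 SD above normal in the single-dose calcium agonist read, cut at about 30% in these data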; further: 0% is about no effect
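HEK293 Trex D2 cells, tetracycline-induced, o/n 30 C 5% CO2; no-wash Ca dye, RT 30–90 min; 10-cycle baseline, 23 nl cpd added, kinetic Ca read 180 s; agonist hits = positive Ca response.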
mIDH1 inhibitor = qHTS for Inhibitors of mutant isocitrate dehydrogenase 1 (IDH1): qHTS. hit rate 0.093% among 390,000. Potency, µM (titrated, usually from 76.6 µM), for inactives: top-dose activity change, negative = inhibition, actives largely listed as inhibitors. IDH1-R132H enzyme, NADPH consumption, diaphorase/resazurin fluorescence. Isocitrate dehydrogenase [NADP] cytoplasmic (Homo sapiens), O75874. AID 602179, 2012; further: potency means the concentration at half of the fitted maximal effect; on the % scale 0 is the no-effect control and ±100 the full control effect; nearly all actives have a fitted effect of over 65% in size
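IDH1-R132H (0.5 ug/mL dispensed) in pH 7.5 Tris buffer was preincubated 30 min with compound, then given a substrate mix of 0.016 mM NADPH and 2 mM alpha-KG for 80 min at room temperature; remaining NADPH was read by diaphorase/resazurin fluorescence.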
TrxR1 inh = qHTS Assay for Inhibitors of Mammalian Selenoprotein Thioredoxin Reductase 1 (TrxR1): qHTS; recombinant rTrxR1, NADPH fluorescence consumption, selenite substrate; Potency, µM (highest dose often 114 µM), without a hit: top-dose activity change, negative = inhibition, most hits filed as inhibitors; hit rate 1% among 390,000; further: potency means the concentration at half of the fitted maximal effect; on the % scale 0 is the no-effect control and ±100 the full control effect; nearly all actives have a fitted effect of over 65% in size
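Rat TrxR1 (90 nM in the dispensed reagent) was pre-reduced with 400 uM NADPH for 5 min at room temperature, then incubated with compound for 15 min. After 400 uM selenite was added, NADPH fluorescence (Ex 340/Em 450 nm) was followed for 8 min.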
USP1-UAF1 inh = Inhibitors of USP1/UAF1: Primary Screen; Ubiquitin carboxyl-terminal hydrolase 1 (Homo sapiens), O94782; recombinant USP1/UAF1, Ub-Rhodamine cleavage fluorescence; Potency, µM (top dose mostly 57.1 µM), for inactives: top-dose activity change, negative = inhibition, actives largely listed as inhibitors; hit rate 0.23% among 390,000; further: potency means the concentration at half of the fitted maximal effect; on the % scale 0 is the no-effect control and ±100 the full control effect; nearly all actives have a fitted effect of over 60% in size; inactives centre near -12
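Step one: compound is pinned into 1nM USP1/UAF1 in HEPES pH 7.8 buffer with TCEP. Step two: 15 min room-temperature incubation. Step three: Ub-Rho (150nM final) starts cleavage, tracked by fluorescence over six one-minute reads.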
TRHR enhancer = qHTS for Small Molecule Agonists and Allosteric Enhancers of Human TRH Receptor: Primary Screen for Enhancers; Thyrotropin-releasing hormone receptor (Homo sapiens), P34981; TRHR cells, fluo-8 calcium fluorescence, EC20 TRH enhancement; enhancement, % at 2 µM; hit rate 0.66% among 360,000; AID 493056, 2011; in the data active means enhancement above about 30%; further: 0% is about no effect
Target sequence (P34981 whole entry, looked up): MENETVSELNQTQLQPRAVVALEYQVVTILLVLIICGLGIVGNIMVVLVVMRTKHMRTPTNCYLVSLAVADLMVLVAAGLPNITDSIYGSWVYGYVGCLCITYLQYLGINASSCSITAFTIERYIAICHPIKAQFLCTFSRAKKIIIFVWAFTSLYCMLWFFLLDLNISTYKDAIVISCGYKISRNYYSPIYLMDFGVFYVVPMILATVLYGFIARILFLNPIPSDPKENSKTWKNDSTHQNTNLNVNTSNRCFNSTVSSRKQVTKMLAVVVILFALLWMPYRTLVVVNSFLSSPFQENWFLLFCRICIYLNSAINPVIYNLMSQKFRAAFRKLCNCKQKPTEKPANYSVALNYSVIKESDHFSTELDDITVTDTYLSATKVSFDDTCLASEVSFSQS
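Enhancer read-out: after compound pinning and an initial kinetic agonist-mode read, an EC20 of TRH (10 nM final) was injected and fluo-8 calcium signal (Ex 480/Em 530) followed at 1 s/cycle for 100 cycles in TRHR-expressing cells.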
Pin1 inhibitor = qHTS Assay to Find Inhibitors of Pin1. Peptidyl-prolyl cis-trans isomerase NIMA-interacting 1 (Homo sapiens), Q13526. Pin1 FP peptide displacement, HiFluor488, 10 min. Potency, µM (doses to about 115 µM), for the others: at the highest dose activity, negative = inhibition, hits mostly inhibitors. hit rate 0.009% among 390,000. AID 504891, 2011; active means well fitted inhibition curve with a large enough effect in the polarisation, with a control signal flat, not every such curve was filed as active; inconclusive means small, poorly fitted or top-dose-only effect, or effect the other way, or a change in a side signal; inactive means no such curve, though single readings can be large or run the other way; the % refers to the polarisation; further: potency means the concentration at half of the fitted maximal effect; on the % scale 0 is the no-effect control and ±100 the full control effect
Target sequence (Q13526 whole entry, looked up): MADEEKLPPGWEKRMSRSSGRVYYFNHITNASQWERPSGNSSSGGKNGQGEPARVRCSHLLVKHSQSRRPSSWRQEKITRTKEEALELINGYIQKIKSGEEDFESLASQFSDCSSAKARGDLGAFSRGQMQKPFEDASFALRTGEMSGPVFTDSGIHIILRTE
TRHR agonist = qHTS for Small Molecule Agonists and Allosteric Enhancers of Human TRH Receptor: Primary Screen for Agonists | TRHR cells, calcium flux fluo-8, FDSS agonist mode | activation, % at 2 µM | hit rate 0.18% among 360,000 | AID 493084, 2011; in the data active means activation above about 30%; further: 0% is about no effect
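Fluo-8-loaded TRHR cells; 10 s baseline, compound added, kinetic Ca2+ fluorescence read 1/s, agonist mode.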
The depositor's hits bear a star; ? = inconclusive; . = no result given; & = joins results of further samples; [ ] = dose if it differs, or a comment. Unless noted, the call rests on the fitted dose curve; in most records, active means well fitted inhibition curve with a large enough effect; inconclusive means small, poorly fitted or top-dose-only effect; inactive means no such curve, though single readings can be large or run the other way. Some of the compounds tested (hit frequency here may not be typical).

Structure,TrxR1 inh,D2 antag,TRHR enhancer,USP1-UAF1 inh,Pin1 inhibitor,TRHR agonist,TrxR1 substrate,mIDH1 inhibitor,D2 ag
CC(C)CNC(=O)COC(=O)c1ccc(F)cc1Cl,31%,8,0,-3%,2%,0.3,18%,-1%,1.2
Cn1c2ccccc2c2cnn(CC(=O)Nc3ccccc3Br)c(=O)c21,9%,-7,1,3%,6%,0.1,-7%,0%,0.5
CCN(C(=O)N(CC)c1ccccc1)c1ccccc1,30%,43*,-3,-26%,-1%,-1.1,5%,-5%,-0.5
O=C1c2ccccc2C(=O)N1CCc1csc(-c2ccccc2)n1,8%,-37,-1,-3%,?,-0.3,-6%,11%,0.2
Cc1ccc(CNC(=O)c2nn(C)c3c2CS(=O)(=O)c2ccccc2-3)cc1,-1%&15%,-11,-11&0,-16%&-23%,-3%&1%,0.0&-0.2,-11%&-1%,0%&-19%,0.7&0.5
COC(=O)c1nc2ccc(C)cn2c1F,17%,.,-4,2%,14%,0.3,12%,-5%,.
Cc1ccccc1C(=O)OCC(=O)NCC1COc2ccccc2O1 (configuration not stated),1%,3,-2,-23%,-1%,-0.7,-1%,0%,-0.1
CC(=O)NCCc1csc(-c2ccccc2)n1,11%,-2,-1,6%,-1%,0.3,7%,5%,2.1
COc1ccccc1C(=O)N1CCN(Cc2c[nH]c3ccccc23)CC1,21%,-34,7,-21%,-2%,0.7,4%,-9%,0.3
COc1cccc(NC(=O)Cn2c(=O)n(C)c(=O)c3sc4c(c32)COC(C)(C)C4)c1,5%,43*,-8,-19%,-2%,0.5,-6%,-4%,0.2
COCc1cc(CN(C)C(=O)C2CCC(=O)N(Cc3cccc(OC)c3)C2)[nH]n1 (configuration not stated),4%,-7,11,-5%,4%,1.2,2%,-8%,0.6
COc1ccc(NC(=O)c2ccc(S(=O)(=O)N3CC(C)OC(C)C3)cc2)cc1 (configuration not stated),5%,.,.,-18%,1%,.,-1%,12%,.
O=C(NC1CC(=O)N(c2ccc(F)cc2)C1)C(c1ccccc1)c1ccccc1 (configuration not stated),-22%[57.1 µM],.,-6,-25%,-12%,0.5,-7%[57.1 µM],8%,2.6
Cc1cccc(OCc2ccc(-c3nc(C#N)c(NCCN(C)C)o3)o2)c1,-11%,.,-7,-15%,3%,-2.7,10%,.,-1.9
CC(C)c1ccccc1OCC(O)CN1CCN(S(=O)(=O)c2ccc([N+](=O)[O-])cc2)CC1 (configuration not stated),10%,.,-5,-14%,3%,-1.7,-9%,-15%,.
COc1ccc(N(C(=O)COc2ccc(C)cc2)S(=O)(=O)c2ccc(C)cc2)cc1,3%[11.4 µM],-1,-3,-21%,7%,0.0,-1%[57.1 µM],5%,1.2
COc1ccc([N+](=O)[O-])cc1N(CC(O)CN1CCOCC1)S(=O)(=O)c1ccccc1 (configuration not stated),-11%[57.1 µM],-7,0,-17%,-3%,0.8,3%[57.1 µM],4%,2.1
COc1ccc(-c2cc(C(F)(F)F)nc(SCC(=O)Nc3ccc4c(c3)OCO4)n2)cc1,12%,-1,7,-11%,4%,-0.2,7%[0.457 µM],0%,-1.4
CCC(C)[C@H](NC(=O)N1CCCCCC1)C(=O)O (some centres not stated),37%[activator][57.1 µM],-22,-1,-5%,-6%,0.5,13%[57.1 µM],6%,-1.4
O=C1/C(=C/c2ccccc2)CCc2ccc(Cl)nc21,21%[11.4 µM],.,.,-18%,4%,.,5%[11.4 µM],4%,.
O=C(CSc1nc(-c2ccc(F)cc2)[nH]c1-c1ccc(F)cc1)Nc1ccc2c(c1)OCCO2,11%,.,1,-27%,0%,3.6,2%,24%,.
O=C(NC1CCCC1)c1cccc(S(=O)(=O)N2CCCC2)c1,24%,.,-2,-5%,-5%,-0.1,0%,-5%,.
O=C(CN1C(=O)S/C(=C/c2cc(Br)cs2)C1=O)N1CCOCC1,-23%,-20,0,-15%,-3%,0.9,-8%,4%,1.0
C/C(=N\NC(=O)CSCc1ccc([N+](=O)[O-])cc1)c1ccccc1,11%,.,3,2%,5%,-1.8,0%,-5%,.
CC1(c2ccccc2Cl)NC(=O)N(CC(=O)NCCC2=CCCCC2)C1=O (configuration not stated),2%[57.1 µM],11,4,-11%,-5%,1.2,1%[57.1 µM],9%,1.5
CC(C)(C)C1CCc2c(C(=O)NNC(=O)/C=C/C(=O)O)csc2C1 (configuration not stated),-5%,28,-12,-16%,0%,0.9,8%,2%,0.7
COc1ccc(Cn2c(=S)[nH]c3cc(OC)c(OC)cc3c2=O)cc1,-8%[57.1 µM],-1,3,5%,8%,0.6,3%[57.1 µM],-11%,13
Cc1ccc(NC(=O)CSCC(=O)NNC(=O)c2nn(C)c(=O)c3ccccc23)cc1,-23%,4,5,-6%,-8%,-1.1,-9%,4%,0.3
CCC(C)Sc1oc(-c2ccco2)nc1S(=O)(=O)c1ccc(Cl)cc1 (configuration not stated),11%,.,8,-25%,25%,1.8,15%[2.29 µM],-6%,3.1
O=C(Nc1ccccc1N1CCCC1)c1cccc(Cl)c1Cl,18%,-4,-8,-22%,-7%,-0.7,-3%,13%,0.5

Gathered by group: the compounds so far with an aryl thioether with sulfur outside any ring.
Structure,TrxR1 inh,D2 antag,TRHR enhancer,USP1-UAF1 inh,Pin1 inhibitor,TRHR agonist,TrxR1 substrate,mIDH1 inhibitor,D2 ag
COc1ccc(-c2cc(C(F)(F)F)nc(SCC(=O)Nc3ccc4c(c3)OCO4)n2)cc1,12%,-1,7,-11%,4%,-0.2,7%[0.457 µM],0%,-1.4
O=C(CSc1nc(-c2ccc(F)cc2)[nH]c1-c1ccc(F)cc1)Nc1ccc2c(c1)OCCO2,11%,.,1,-27%,0%,3.6,2%,24%,.
CCC(C)Sc1oc(-c2ccco2)nc1S(=O)(=O)c1ccc(Cl)cc1 (configuration not stated),11%,.,8,-25%,25%,1.8,15%[2.29 µM],-6%,3.1

Continuation.
Structure,TrxR1 inh,D2 antag,TRHR enhancer,USP1-UAF1 inh,Pin1 inhibitor,TRHR agonist,TrxR1 substrate,mIDH1 inhibitor,D2 ag
Cc1c(NC(=O)c2ccc(C(=O)Nc3c(C)n(C)n(-c4ccccc4)c3=O)cc2)c(=O)n(-c2ccccc2)n1C,37%[2.29 µM],-7,3,5%,14%,0.5,2%,-5%,-0.3
Cc1ccnn1CC(=O)N/N=C/c1ccc2c(c1)OCO2,-21%,6,1,-1%,-4%,-0.7,-17%,4%,-0.6
CCCN1CCC2(CC1)C(C#N)=C(N)Oc1c2sc2nc(C)cc(C)c12,-1%[57.1 µM],96*,0,-25%,?,5.5,-1%[57.1 µM],-1%,78*
COc1ccc(NC(=O)COc2nsnc2N2CCOCC2)cc1,0%,0,-7,-12%,0%,-0.8,-7%,8%,4.9
C[C@@H]1NC(=O)[C@H](CCCN=C(N)N)NC(=O)c2cc([N+](=O)[O-])cc(I)c2OCC[C@@H](C(=O)NC(CC(=O)O)C(N)=O)NC1=O (some centres not stated),.,-7,4,.,.,0.3,.,.,-0.8
CCOC(=O)c1cc(-c2ccccc2)n[nH]1,4%[57.1 µM],-15,-4,-3%,3%,-0.2,-23%[57.1 µM],5%,-1.1
O=C(N/N=C/c1ccccc1O)C(=O)Nc1ccccn1,19%,-25,-1,-10%,18%,2.8,-2%,0%,-1.3
CCOC(=O)C1CCN(C(=S)Nc2ccc(S(N)(=O)=O)cc2)CC1,?,-6,2,4%,5%,0.4,-14%,7%,0.4
O=C(Nc1ccc(N2CCOCC2)cc1)Nc1ccc(Cl)c(Cl)c1,-1%,.,-1,-10%,-3%,1.2,-2%,14%,.
CN(/N=C/c1cccnc1)C1=NS(=O)(=O)c2ccccc21,-7%,-9,11,-19%,4%,-0.4,3%,-6%,0.2

Some of these compounds in order of SMILES length, descending.
Structure,TrxR1 inh,D2 antag,TRHR enhancer,USP1-UAF1 inh,Pin1 inhibitor,TRHR agonist,TrxR1 substrate,mIDH1 inhibitor,D2 ag
CN(/N=C/c1cccnc1)C1=NS(=O)(=O)c2ccccc21,-7%,-9,11,-19%,4%,-0.4,3%,-6%,0.2
COc1ccc(NC(=O)COc2nsnc2N2CCOCC2)cc1,0%,0,-7,-12%,0%,-0.8,-7%,8%,4.9
CCOC(=O)c1cc(-c2ccccc2)n[nH]1,4%[57.1 µM],-15,-4,-3%,3%,-0.2,-23%[57.1 µM],5%,-1.1
